# Bioassay records: PubChem, Broad Institute
# RAD52 anneal inh: RAD52 (human) annealing inhibition | recombinant RAD52 DNA annealing, FRET fluorescence | inhibition, % at 18.7 µM | 360,000 compounds, 0.46% hits | AID 651710;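 active = every replicate showing at least 50% inhibition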
# Target sequence (P43351 whole entry, looked up): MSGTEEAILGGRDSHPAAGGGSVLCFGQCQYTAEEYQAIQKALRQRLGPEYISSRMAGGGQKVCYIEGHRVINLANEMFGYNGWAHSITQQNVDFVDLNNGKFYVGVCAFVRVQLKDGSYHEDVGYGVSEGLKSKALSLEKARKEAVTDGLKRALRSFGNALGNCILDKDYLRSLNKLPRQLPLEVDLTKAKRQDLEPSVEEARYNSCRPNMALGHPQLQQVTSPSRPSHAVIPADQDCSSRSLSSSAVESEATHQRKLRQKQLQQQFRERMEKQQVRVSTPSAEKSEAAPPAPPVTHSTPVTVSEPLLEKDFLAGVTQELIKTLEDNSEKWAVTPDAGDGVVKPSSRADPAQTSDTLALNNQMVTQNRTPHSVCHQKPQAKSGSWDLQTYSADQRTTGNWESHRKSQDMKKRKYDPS
# PglD inh: inhibitors of Campylobacter jejuni PglD acetyltransferase; purified PglD enzyme, DTNB colorimetric CoA detection; inhibition, % at 12.5 µM; 360,000 compounds, 0.098% hits; AID 602405; in the data active = inhibition above about 16%, passing the limit was not always enough; note: strong numbers were not always called active
# miR122 inh: blocks miR-122 activity in Huh7 sensor cells; Huh7 miR-122 Renilla luciferase sensor, 48 h; neutral wells = 0, positive control = 100; activation (reporter increase), % at 12.5 µM; 340,000 compounds, 0.3% hits;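 active = mean replicate activation score at least 90 and every replicate individually at or above 90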;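 note: higher luciferase means less miR-122 activity so hits act as miR-122 inhibitors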
# Cneo AK release: causes C. neoformans cell lysis; 360,000 compounds, 0.2% hits; adenylate kinase release luminescence, 4 h; normalised: neutral wells 0, clomiphene wells 100; lysis activity, % at 15 µM;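 active = mean lysis activity across replicates of at least 80%, whatever share of replicates individually reach that level; inactive = mean lysis activity below 80%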
#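 Material – log-phase Cryptococcus neoformans yeast cells · Input – 5 × 10^6 yeast cells/mL · Medium – fresh YPD growth medium · Doses – single compound concentration per well · Timing – static 4 h at 37 °C with compound, 1 h detection · Detection – adenylate kinase release luminescence · Read-out – signal increase indicating cell lysis · Control set – Clomiphene as positive lysis control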
# E-sel inducer: induces E-selectin expression in human endothelial cells; P16581; 260,000 compounds, 0.37% hits; activation, % at 7.58 µM; HUVEC E-selectin immunofluorescence imaging; normalized: neutral wells 0, TNF-alpha wells 100;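 active = mean E-selectin-positive cell signal at least 10% of the positive control, reached in at least 60% of replicates, without over 20% cell loss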;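 note: in these data hits start at about 27%; measured in HUVEC primary endothelial cells; signal is the percent of cells scored E-selectin positive by PE staining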
# Target sequence (P16581 whole entry, looked up): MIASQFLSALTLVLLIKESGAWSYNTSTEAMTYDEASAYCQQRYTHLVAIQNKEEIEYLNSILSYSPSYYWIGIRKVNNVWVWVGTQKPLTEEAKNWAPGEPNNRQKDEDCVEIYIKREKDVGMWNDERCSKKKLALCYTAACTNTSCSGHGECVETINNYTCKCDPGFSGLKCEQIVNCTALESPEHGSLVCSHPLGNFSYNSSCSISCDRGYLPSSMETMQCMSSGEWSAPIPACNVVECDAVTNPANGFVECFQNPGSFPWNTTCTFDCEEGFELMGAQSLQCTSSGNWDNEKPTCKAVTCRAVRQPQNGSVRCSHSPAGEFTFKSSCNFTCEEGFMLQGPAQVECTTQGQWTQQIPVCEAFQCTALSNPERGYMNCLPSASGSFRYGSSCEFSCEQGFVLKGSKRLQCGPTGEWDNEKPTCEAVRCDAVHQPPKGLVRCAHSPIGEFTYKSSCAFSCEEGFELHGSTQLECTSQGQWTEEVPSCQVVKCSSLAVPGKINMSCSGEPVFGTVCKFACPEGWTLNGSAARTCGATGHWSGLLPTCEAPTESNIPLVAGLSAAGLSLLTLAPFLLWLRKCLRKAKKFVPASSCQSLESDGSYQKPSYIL
#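 Assay system: HUVEC, human umbilical vein endothelial cells / Amount: 3,000 HUVEC/well / Controls: TNF-alpha positive control, DMSO neutral control / Compound dosing: single concentration / Medium: EGM-2 over gelatin coat / Evaluation: percent E-selectin-positive cells / Signal: immunofluorescence imaging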
# RAD54 branch: inhibitors of human RAD54 branch migration; Q92698; RAD54 Holliday junction branch migration, FAM/BHQ fluorescence; inhibition, % at 10.4 µM; 360,000 compounds, 0.14% hits; AID 602329;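 active = mean normalized replicate activity at least 40 and at least half of replicates scoring 40 or more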;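 note: 0% = median of neutral control wells and 100% = median of positive control wells; inhibitors cause a drop in the FAM fluorescence signal; in these data hits start at about 50%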
# ERAP1 inh: blocks human ERAP1 aminopeptidase activity. Q9NZ08. recombinant ERAP1, Leu-AMC fluorescence, 60 min. inhibition, % at 10.7 µM. 340,000 compounds, 0.15% hits. AID 652197;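 active = mean replicate inhibition of at least 30%, or all replicates individually reaching that 30% level; inactive = mean below 30% and not every replicate reaching it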;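 note: 0% = neutral control wells and 100% = L-leucinethiol positive control wells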
# PGC1a acetyl inh: modulators of PGC1a acetylation; U2OS PGC1a acetylation, AlphaScreen anti-acetyl-lysine; with virally co-expressed GCN5 acetyltransferase; inhibition, % at 15.6 µM; 350,000 compounds, 0.17% hits;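 active = every replicate shows inhibition of at least 40%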;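 note: 0% = neutral control wells and 100% = positive control wells; some results beyond the cut were filed as inactive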
# Starred values were filed as active, the others as inactive; / = no result given; & = joins results of further samples; [ ] = dose if it differs, or a comment.
# Value order – E-sel inducer | ERAP1 inh | Cneo AK release | PglD inh | RAD54 branch | RAD52 anneal inh | PGC1a acetyl inh | miR122 inh
1: Cc1ccc(NS(=O)(=O)c2ccc3c(c2)NC(=O)C(C)C(=O)N3)c(Br)c1 (stereo not drawn)
  / | -2 | -1 | -1 | -5 | 0 | -17 | -6
2: OCc1ccc(-c2nn(Cc3ccccc3)c3ccccc23)o1
  117* | 4 | -1 | 1 | 5 | -29 | 39 | -54
3: CC(C)N1CSC(=S)N(Cc2ccccc2)C1
  0.6 | / | 6 | 3 | 0 | -7 | 6 | 3
4: Cc1ccc(S(=O)(=O)N(C)C[C@@H]2OCCCC[C@@H](C)Oc3ccc(NC(=O)Nc4c(C)noc4C)cc3C(=O)N([C@@H](C)CO)C[C@@H]2C)cc1
  / | 1 | -1 | 2 | 0 | -12 | -33 | 4[16.7 µM]
5: CCC(=O)NCCNc1nc2cc(C)c(C)cc2cc1C#N
  / | / | 0 | -1 | 6 | / | / | -6
6: CCn1c(-c2cccnc2)n[nH]c1=S
  / | 4 | 1 | 7 | 6 | 4 | 15 | /
7: Cc1ccc(S(=O)(=O)N[C@@H]2C=C[C@H](CC(=O)NCc3ccncn3)O[C@@H]2CO)cc1
  -0.1 | -2 | -3 | -3 | -1 | -30 | 4 | /
8: CN(C)C(=O)[C@H]1[C@H](CO)[C@H]2Cn3c(ccc(C4=CCCC4)c3=O)[C@@H]1N2Cc1cccnc1
  -0.2 | 3 | -2 | 1 | 1 | -14 | -6 | -7[16.7 µM]
9: C[C@@H]1CCCCO[C@@H](CN(C)C(=O)c2ccccc2)[C@H](C)CN([C@H](C)CO)C(=O)c2cc(NC(=O)Nc3ccc4c(c3)OCO4)ccc2O1
  -0.1 | -4 | 48 | 5 | 4 | -5 | / | -9[16.7 µM]
10: CC(C)(C)c1cc(=O)[nH]c(SCc2ccccc2Cl)n1
  0.0 | 0 | / | / | / | -9 | 8 | /
11: CCOc1c2ccc(C(=O)NCc3cc(C(F)(F)F)cc(C(F)(F)F)c3)cc2nn1CCOC
  0.4 | / | 0 | 2 | 1 | 1 | 7 | -3
12: O=C(CCc1nc2ccccc2[nH]c1=O)OCc1ccc(S(=O)(=O)N2CCOCC2)cc1
  / | 2 | -6 | 4 | -2 | -11 | 0 | -1
13: Cc1noc(C)c1S(=O)(=O)Nc1ccc2c(c1)C(=O)N([C@H](C)CO)C[C@@H](C)[C@H](CN(C)C(=O)Nc1cccc3ccccc13)OCCCC[C@@H](C)O2
  0.4 | -2 | 2 | 3 | -2 | -15 | -13 | -6[16.7 µM]
14: O=C(C1CCCO1)N1CCN(S(=O)(=O)c2ccc(F)cc2)CC1 (stereo not drawn)
  / | 0 | -1 | 2 | -8 | -1 | 7 | -3
15: C[C@H](CO)N1C[C@H](C)[C@H](CN(C)C(=O)Nc2cccc(F)c2)Oc2cc(C#CC3(O)CCCC3)ccc2S1(=O)=O
  -1.4&0.0 | 8&3&2 | -4&-4&6 | -3&1&1 | -12&-3&10 | -3&0&-13 | 7&-11&-9 | 2
16: CCn1c(NCc2cccc(OC)c2OC)nc2ccccc21
  / | / | -1 | -2 | 4 | / | 7 | -2
17: COc1ccc(C(=O)NCC(=O)N2CC=C(c3ccccc3)CC2)cc1OC
  -0.1 | 1 | -1 | 3 | -2 | -9 | 2 | -1
18: O=C(NC1CC1)C1=C[C@H](C2CCCCC2)C[C@H](OCCCCO)O1
  -0.1 | -3 | -1 | 3 | -3 | -8 | / | -2
19: CCCCNC(=O)c1cn(CC)c2ccc(S(=O)(=O)N3CCCC3)cc2c1=O
  1.1 | -3 | 2 | 5 | -2 | -5 | -7 | 4
20: O=C(CCCn1c(=S)[nH]c2cc3c(cc2c1=O)OCO3)NCCc1ccccc1Cl
  / | 3 | -2 | 2 | 5 | -11 | -9 | 0
21: O=C(NCc1cccnc1)/C(=C\c1ccc(-c2ccc(Br)cc2)o1)S(=O)(=O)c1ccccc1
  / | 0 | -2 | -8 | 2 | -24 | / | /
22: Cc1ccc2c(c1)C(c1ccc([N+](=O)[O-])cc1)=NNC(c1ccc(Br)cc1)=N2
  -0.1 | / | 0 | 5 | -4 | / | -23 | 55
23: COc1ccccc1C(=O)NCCNc1nc2cc(C)cc(C)c2cc1C#N
  / | -12 | 5 | 6 | 2 | -16 | 8 | 7
24: O=C(Nc1ccccc1)OC1C2CCC1C(N1CCCCC1)CC2 (stereo not drawn)
  / | / | 9 | 2 | 1 | / | 12 | 2
25: O=C(NCc1ccco1)c1ccc(Cl)nc1
  1.5 | 0 | 0 | -1 | 1 | -10 | 2 | /
26: CC(C)CCn1c(CN2CCN(c3cccc(Cl)c3)CC2)nc2c1c(=O)n(C)c(=O)n2C
  -0.1 | 0 | 3 | -1 | -9 | -7 | / | 0
27: COc1cc(C)c(Cl)cc1S(=O)(=O)NCc1ccco1
  / | / | 0 | -6 | 2 | / | -9 | 105*
28: CC1CN(C(=O)Nc2ccc3snnc3c2)c2ccccc21 (stereo not drawn)
  / | / | -1 | -1 | 5 | -30 | / | /
29: O=C(C[C@@H]1C[C@@H]2c3cc(NC(=O)Nc4ccccc4F)ccc3O[C@@H]2[C@@H](CO)O1)NC1CCCC1
  0.0 | -4 | 1 | -1 | 3 | 5 | -8 | 2[16.7 µM]
30: CCC1CCCCN1CCCNC(=O)Cn1nc(C)n2nc(-c3ccccc3)cc2c1=O (stereo not drawn)
  0.1 | -2 | -8 | 3 | 6 | -13 | -2 | 1
31: O=C(CCNC(=O)c1ccccc1)NCC1CCCCC1
  0.0 | -2 | 1 | -4 | -11 | -14 | -34 | 7
32: CC(=O)c1ccc(OC(=O)CCNC(=O)c2ccccc2)cc1
  0.1 | 1 | 0 | -8 | -1 | -9 | 1 | -5
33: O=c1[nH]c2ccccc2cc1-c1nnn(-c2ccc(Cl)c(Cl)c2)n1
  -0.1 | 2 | 0 | -4 | 10 | -17 | / | /
34: CC(C)N(C[C@H]1N[C@@H](CO)[C@H]1c1ccccc1)C(=O)c1ccccc1
  / | -3 | -5 | 0 | 0 | 0 | -10 | -21[16.7 µM]
35: C[C@@H](NC(=O)C[C@H]1CC[C@H](NC(=O)C2CC2)[C@H](CO)O1)c1ccccc1
  -0.1 | 0 | -3 | 2 | 2 | 0 | -4 | /
36: COc1ccccc1CNS(=O)(=O)c1ccc2c(c1)oc(=O)n2C
  -0.3 | 0 | 0 | 3 | 11 | 9 | -5 | 8
37: COc1cc(C2C(C(=O)C(C)(C)C)=C(O)C(=O)N2Cc2ccccc2)ccc1O (stereo not drawn)
  / | -2 | 2 | -3 | -1 | -12 | / | /
38: Cc1ccccc1NC(=O)COC(=O)c1ccc(CSc2ccc(Cl)cc2)cc1
  / | -2 | -2 | 7 | 2 | -6 | 1 | 5
39: COc1cccc(NC(=O)CN2CCN(S(=O)(=O)c3ccc(F)cc3)CC2)c1
  / | 1 | 0 | 5 | 0 | 1 | -2 | 9
40: Cc1ccc(S(=O)(=O)N2CCOCC2)cc1C(=O)OCC(=O)c1ccc[nH]1
  / | 2 | 0 | 5 | -5 | -24 | / | /
41: CC1CCCC(C)N1C(=O)c1ccc(S(=O)(=O)N2CCCC2)cc1 (stereo not drawn)
  -0.5 | 1 | -2 | -1 | 6 | -13 | -1 | /
42: Oc1ccc(Br)cc1-c1cc(-c2ccccc2F)[nH]n1
  / | / | 4 | 0 | 4 | / | -2 | 27
43: CCOCc1nnc(NC(=O)C2CC(=O)N(CCc3ccc(F)cc3)C2)s1 (stereo not drawn)
  0.0 | -5 | -10 | 1 | -19 | -9 | / | /
44: CCc1nc(C)cn1S(=O)(=O)c1cc(OC)c(C)cc1C
  / | / | -2 | -4 | -5 | / | -10 | 15
45: COc1ccccc1CNC(=O)CNC(=O)[C@@H]1Cc2ccccc2CN1
  / | 3 | 0 | -3 | 1 | -8 | 15 | -5
46: COc1ccc(OC)c(S(=O)(=O)N2CCC(C(=O)N(C)Cc3ccccc3)CC2)c1
  0.0 | -1 | 0 | 1 | 2 | -18 | 21 | -4
47: CCCc1cc(C(=O)Nc2cccnc2Cl)no1
  / | / | -1 | 0 | 0 | / | / | 8
48: COc1ccc(OC)c(NC(=S)Nc2ccccc2)c1
  / | 4 | 3 | 0 | -3 | -11 | 15 | 12
49: CCCNC(=O)NC(=O)COC(=O)c1ccc(OC)c(S(=O)(=O)N2CCCc3ccccc32)c1
  / | / | -7 | -3 | 4 | / | -11 | -1
50: COCC#Cc1ccc2c(c1)O[C@@H](CN(C)S(=O)(=O)c1ccc(OC)cc1)[C@@H](C)CN([C@@H](C)CO)S2(=O)=O
  -0.1 | 2 | 4 | 0 | 2 | 3 | -16 | 3[16.7 µM]
51: CCOC(=O)c1ccc(NC(=O)C2CCCN(S(=O)(=O)c3ccc(F)cc3)C2)cc1 (stereo not drawn)
  / | / | 2 | -1 | -4 | / | -15 | -6
52: CCCn1c(N)c(N(CCOC)C(=O)c2ccc([N+](=O)[O-])cc2Cl)c(=O)[nH]c1=O
  0.0 | 0 | 7 | -4 | 1 | -9 | / | /
53: CCC(C)(C)NC(=O)C(c1ccc(C)o1)N(Cc1cccs1)C(=O)Cn1nnc2ccccc21 (stereo not drawn)
  / | / | 0 | -1 | 4 | / | 2 | 15
54: Nc1nc(-c2ccccc2Cl)cs1
  6.0 | 3 | 2 | -3 | 11 | -18 | -10 | -4
55: C[C@@H]1CCCCO[C@@H](CN(C)Cc2ccc3c(c2)OCO3)[C@@H](C)CN([C@H](C)CO)C(=O)c2cc(NS(=O)(=O)c3ccc(F)cc3)ccc2O1
  / | 4 | 113* | -4 | 5 | 14 | 9 | -2[16.7 µM]
56: COC(=O)c1ccc(Nc2nc3ccc(C)cc3n3cnnc23)cc1
  -0.1 | 0 | 5 | 4 | -1 | -10 | -11 | -5

# Nine compounds from above, arranged by formula weight, falling:
# Value order – E-sel inducer | ERAP1 inh | Cneo AK release | PglD inh | RAD54 branch | RAD52 anneal inh | PGC1a acetyl inh | miR122 inh
55: C[C@@H]1CCCCO[C@@H](CN(C)Cc2ccc3c(c2)OCO3)[C@@H](C)CN([C@H](C)CO)C(=O)c2cc(NS(=O)(=O)c3ccc(F)cc3)ccc2O1
  / | 4 | 113* | -4 | 5 | 14 | 9 | -2[16.7 µM]
50: COCC#Cc1ccc2c(c1)O[C@@H](CN(C)S(=O)(=O)c1ccc(OC)cc1)[C@@H](C)CN([C@@H](C)CO)S2(=O)=O
  -0.1 | 2 | 4 | 0 | 2 | 3 | -16 | 3[16.7 µM]
53: CCC(C)(C)NC(=O)C(c1ccc(C)o1)N(Cc1cccs1)C(=O)Cn1nnc2ccccc21 (stereo not drawn)
  / | / | 0 | -1 | 4 | / | 2 | 15
51: CCOC(=O)c1ccc(NC(=O)C2CCCN(S(=O)(=O)c3ccc(F)cc3)C2)cc1 (stereo not drawn)
  / | / | 2 | -1 | -4 | / | -15 | -6
46: COc1ccc(OC)c(S(=O)(=O)N2CCC(C(=O)N(C)Cc3ccccc3)CC2)c1
  0.0 | -1 | 0 | 1 | 2 | -18 | 21 | -4
56: COC(=O)c1ccc(Nc2nc3ccc(C)cc3n3cnnc23)cc1
  -0.1 | 0 | 5 | 4 | -1 | -10 | -11 | -5
48: COc1ccc(OC)c(NC(=S)Nc2ccccc2)c1
  / | 4 | 3 | 0 | -3 | -11 | 15 | 12
47: CCCc1cc(C(=O)Nc2cccnc2Cl)no1
  / | / | -1 | 0 | 0 | / | / | 8
54: Nc1nc(-c2ccccc2Cl)cs1
  6.0 | 3 | 2 | -3 | 11 | -18 | -10 | -4
